NTR1 ag – NTR1-driven beta-arrestin-GFP spot formation – imaging, U2OS cells, high content, primary screen (AID 493036); agonist mode; activation, % at 20 µM; hit rate 0.17% among 330,000;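 active = activation at or above 40% of the spot to cytoplasm intensity ratio, with at least 20 cells analyzed; inconclusive = wells under 20 cells, flagged as cytotoxic or low count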;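 note: 0% = DMSO without peptide and 100% = 100 nM NTR1 peptide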
Target sequence (P30989 whole entry, looked up): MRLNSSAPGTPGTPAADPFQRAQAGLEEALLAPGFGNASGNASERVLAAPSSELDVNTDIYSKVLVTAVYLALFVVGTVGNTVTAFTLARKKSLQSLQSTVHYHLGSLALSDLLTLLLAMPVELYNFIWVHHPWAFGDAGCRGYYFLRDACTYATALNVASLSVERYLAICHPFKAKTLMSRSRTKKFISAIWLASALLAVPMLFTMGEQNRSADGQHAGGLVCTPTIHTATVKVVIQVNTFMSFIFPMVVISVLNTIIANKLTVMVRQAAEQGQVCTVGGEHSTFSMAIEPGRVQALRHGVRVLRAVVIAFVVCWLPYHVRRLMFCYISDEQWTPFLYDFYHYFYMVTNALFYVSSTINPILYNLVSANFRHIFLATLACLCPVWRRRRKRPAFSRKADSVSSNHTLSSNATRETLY
K1F lysis inhibition – inhibition of K1F phage lysis, E. coli UTI89, bacterial capsule biogenesis inhibitors, alamar blue (AID 488966); inhibition, % at 100 µM, or IC50 in µM where a hit was titrated; E. coli UTI89 K1F phage lysis, alamar blue, 2 h; higher % means a stronger effect; hit rate 0.02% among 340,000;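 active = phage lysis inhibition, versus mean bacterial control, above a set limit; inconclusive = no clear call, values can overlap the other calls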;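 note: capsule biogenesis inhibitors block K1F phage lysis so surviving cells raise fluorescence; higher fluorescence means more inhibition of phage lysis; actives were called in the ten point dose series up to 300 µM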
Rac1 GTP hydrolysis – MgcRacGAP GTPase-activating activity inhibitors, confirmation, biochemical, ADP Hunter fluorescence | MgcRacGAP-stimulated Rac1 GTP hydrolysis, ADP Hunter fluorescence; higher % means a stronger effect; GST-tagged Rac1 F28L mutant substrate | inhibition, % at 30 µM, or IC50 in µM where a hit was titrated | hit rate 0.6% among 340,000 | AID 624330;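 active = first-screen hits whose inhibition reached a set limit at any dose in the follow-up dose series; inconclusive = inhibition above the set first-screen limit but never retested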;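 note: fluorescence reports GDP produced by GAP-driven GTP hydrolysis; strong numbers were not always called active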
NTR1 ag cell count 20 µM – also measured in NTR1 ag; calls as there; cell count; measured here: cell count, cytotoxicity flag
An asterisk follows results filed as active; ? = inconclusive; [ ] = dose if it differs, or a comment. This is a subset; the hit share may differ from the screen's.

No.	mol	NTR1 ag	NTR1 ag cell count 20 µM	K1F lysis inhibition	Rac1 GTP hydrolysis
1	COC(=O)[C@@]12CCCCN1[C@H](c1ccc(-c3ccc(OC)cc3)cc1)[C@H]1C(=O)N(C)C(=O)[C@H]12	-2.3	59	0.0%	8.3%
2	CC(C(=O)Nc1ccc2c(c1)OCO2)N(C)CC(=O)Nc1ccccc1Cl (stereo not given)	-0.6	57	0.7%[50 µM]	6.6%
3	CCC(C)c1ccccc1NC(=O)COC(=O)C1=NN(c2ccccc2)C(=O)CC1 (stereo not given)	2.5	54	-2.7%	-1.1%
4	O=C(Nc1ccc(F)c(Cl)c1)C1CC(=O)N(Cc2ccco2)C1 (stereo not given)	4.2	73	0.6%[50 µM]	10.1%
5	COC(=O)c1ccccc1S(=O)(=O)N1CCC(C(=O)OCc2ccc([N+](=O)[O-])cc2)CC1	-1.6	82	0.7%[50 µM]	8.7%
6	CCOc1ccccc1OCCC(=O)Nc1ccc2c(c1)OCO2	2.8	53	1.8%	-0.1%
7	Cc1nc([N+](=O)[O-])cn1CC(=O)c1ccc(Br)cc1	-2.3	105	1.4%	9.3%
8	O=C(COc1ccc(F)cc1Br)NCc1nnc2ccccn12	3.7	60	0.6%[50 µM]	3.8%
9	CCN1CCN(c2ccc(NC(=O)c3cc(S(=O)(=O)N4CCCC4)ccc3Cl)cc2)CC1	2.2	51	1.0%[50 µM]	6.7%
10	COc1cccc(CNC(=O)c2ccc(OC)c(S(=O)(=O)NC3CCCC3)c2)c1	0.6	58	1.7%[50 µM]	2.8%
11	O=C(OCC(=O)c1ccc[nH]1)c1ccc(Br)cc1	1.0	56	-0.1%[50 µM]	-5.3%
12	COc1cccc(NC(=O)CN(C)CC(=O)Nc2ccc3c(c2)OCO3)c1	-0.1	79	-1.9%	4.0%
13	C[C@H](CO)N1C[C@H](C)[C@@H](CN(C)S(=O)(=O)c2cn(C)cn2)Oc2c(NS(=O)(=O)c3ccc(F)cc3)cccc2C1=O	-0.3	59	3.8%	12.4%
14	Cc1cccc(C)c1NC(=O)CNC(=O)C(C)N1CCCCC1 (stereo not given)	-0.1	70	0.3%[50 µM]	-1.9%
15	CC(C)[C@H](NC(=O)c1ccccc1)C(=O)Nc1cccc(S(=O)(=O)N2CCOCC2)c1	0.7	67	0.1%[50 µM]	2.9%
16	CCCCN(Cc1nc2ccccc2c(=O)[nH]1)C(=O)COc1ccc(F)cc1Cl	3.9	58	0.6%[50 µM]	4.0%
17	C#CCOCCOCCOCCNc1nc(N2CCN(C(=O)Cn3cc(CCCCN)nn3)CC2)nc(N2CCN(C(=O)[C@H]([C@@H](C)CC)n3cc(CCCN=C(N)N)nn3)CC2)n1	1.9	79	1.1%	11.4%
18	O=C(Nc1cccc(S(=O)(=O)N2CCCCC2)c1)c1cc2ccccc2o1	1.3	52	0.6%[50 µM]	4.9%
19	COCCCNC(=O)CC1C[C@H](C(=O)N(C(C)C)C(C)C)[C@@]2(C)c3[nH]c4ccc(OC)cc4c3CCN2C1=O (stereo not given in full)	0.4	56	0.0%	11.1%
20	Cc1cccc(C(=O)N[C@@H](C)C(=O)N2CCN(c3ncccn3)CC2)c1	-1.2	62	0.9%[50 µM]	6.6%
21	Cc1ccc(C)c(OCCC(=O)OCC(=O)NNC(=O)c2ccccc2)c1	1.7	58	0.7%[50 µM]	3.0%
22	COc1ccc(C(=O)NCC2CCCN2S(=O)(=O)c2cccs2)cc1OC (stereo not given)	0.6	40	1.5%[50 µM]	4.4%
23	COC(=O)c1ccc(N2CCN(CC(=O)c3ccc(C)cc3)CC2)c([N+](=O)[O-])c1	1.7	41	-0.1%	-2.5%
24	COC(=O)c1ccc(C)c(NC(=O)COC(=O)C2CC3CCCC(C2)C3=O)c1 (stereo not given)	-0.2	63	1.6%[50 µM]	4.7%
25	O=C(Nc1cccc(S(=O)(=O)N2CCOCC2)c1)c1ccc(N2CCCC2=O)cc1	-0.7	65	0.4%[50 µM]	0.7%

(list continues)
No.	mol	NTR1 ag	NTR1 ag cell count 20 µM	K1F lysis inhibition	Rac1 GTP hydrolysis
26	Cc1cc(C)cc(-n2ccnc2SCC(=O)c2c(N)n(C3CC3)c(=O)[nH]c2=O)c1	-2.3	65	0.9%[50 µM]	2.1%
27	C=CS(=O)(=O)N(Cc1ccc(Cl)c(Cl)c1)C[C@@H](O)CO	-0.7	63	-0.1%	4.2%
28	Nc1cccc(CP(=O)(c2ccccc2)c2ccccc2)c1	1.5	54	0.6%[50 µM]	4.3%
29	CCc1noc(C)c1C(=O)N1CCCSC1=Nc1ccccc1C(C)C	-0.4	73	1.9%[50 µM]	0.9%
30	Cc1cccc(N2CCN(C(=O)Cn3nc(Cc4ccncc4)c4ccccc4c3=O)CC2)c1C	3.6	55	-3.4%	-5.5%
31	CCc1ccc2cccc3c2c1N=CN3C	1.2	45	0.8%	?
32	CC(=O)Nc1ccc(NC(=O)COC(=O)c2ccc(S(=O)(=O)NCc3ccco3)cc2)cc1	-2.5	56	-0.8%	2.7%
33	Cc1ccc(NC(=O)COC(=O)c2ccc(Cl)nc2)cc1S(=O)(=O)N1CCCCC1	-2.3	58	0.3%[50 µM]	-0.6%
34	CC(C)c1ccccc1N=C1SCCCN1C(=O)c1cccc(N2C(=O)CCC2=O)c1	0.7	57	0.2%[50 µM]	0.9%
35	COc1cc(NC(=O)c2[nH]cnc2C(N)=O)cc(C(=O)Nc2cccc(C(F)(F)F)c2)c1	1.2	54	2.7%	10.9%
36	COc1cc(C2CC(=O)Oc3cc4c(cc32)OCO4)cc(OC)c1OC (stereo not given)	-0.7	50	0.3%	10.3%
37	NC(=O)c1ccc(Cn2c(C(=O)c3ccc(Cl)cc3)c3ccccc3[n+]2[O-])cc1	-0.3	93	-0.6%	6.5%
38	CC(=O)NC(CC(=O)OCC(=O)Nc1cc(S(=O)(=O)N2CCCCC2)ccc1C)c1ccccc1 (stereo not given)	1.1	69	0.4%[50 µM]	5.9%
39	CCc1cc(C(=O)N2CCN(S(=O)(=O)c3ccccc3F)CC2)sc1C	2.2	70	0.0%[50 µM]	2.0%
40	CCC1CCCCN1C(=O)CCn1c(=O)oc2ccccc21 (stereo not given)	-0.6	97	-0.9%	2.0%
41	COc1ccc(S(N)(=O)=O)cc1C(=O)OCC(=O)N1CCCC(C)C1 (stereo not given)	0.2	63	0.8%[50 µM]	1.9%
42	CC(=O)c1cc2c(cc1NC(=O)CCc1c(C)nc3ncnn3c1C)OCO2	0.7	72	0.2%[50 µM]	3.2%
43	Cc1ccc(NC(=O)CCNS(=O)(=O)c2ccc(Br)cc2)cc1S(=O)(=O)N1CCOCC1	2.6	57	1.0%[50 µM]	8.3%
44	COc1ccc(NC(=O)CC(=O)Nc2ccc(OC)cc2)cc1	0.1	53	0.3%	4.4%
45	CCN(CC(=O)Nc1c(F)cccc1F)C(=O)c1ccc(S(=O)(=O)N2CCCC2)cc1	2.0	56	1.0%[50 µM]	5.4%
46	O=C(CN1CCN(c2cccc(C(F)(F)F)c2)CC1)N(C1CCCC1)C1CCS(=O)(=O)C1 (stereo not given)	-0.5	57	-0.4%[50 µM]	1.2%
47	NS(=O)(=O)c1ccc(NC(=O)COC(=O)Cc2c[nH]c3ccccc23)cc1	5.3	57	-0.7%	13.4%
48	COc1cc(NC(=O)Cn2cnc3c(OCc4ccccc4)ncnc32)cc(OC)c1OC	2.7	51	0.0%	2.9%
49	Cc1ccc(N(CCC#N)C(=O)COC(=O)c2cc(C)no2)cc1	1.7	36	1.0%[50 µM]	11.3%
50	CC(=O)N1CCN(C(=O)c2ccc(Cl)c(S(=O)(=O)N3CC(C)OC(C)C3)c2)CC1 (stereo not given)	0.1	65	-0.4%	3.7%

Arranged by the number under Rac1 GTP hydrolysis (rising): 3 from the list above.
# | SMILES | Rac1 GTP hydrolysis
40 | CCC1CCCCN1C(=O)CCn1c(=O)oc2ccccc21 (stereo not given) | 2.0%
10 | COc1cccc(CNC(=O)c2ccc(OC)c(S(=O)(=O)NC3CCCC3)c2)c1 | 2.8%
15 | CC(C)[C@H](NC(=O)c1ccccc1)C(=O)Nc1cccc(S(=O)(=O)N2CCOCC2)c1 | 2.9%

Next section.
No.	mol	NTR1 ag	NTR1 ag cell count 20 µM	K1F lysis inhibition	Rac1 GTP hydrolysis
51	O=C(OCC(=O)N1CCc2ccccc21)[C@@H]1CC(O)CN1S(=O)(=O)c1ccc(Cl)cc1 (stereo not given in full)	1.8	51	0.8%[50 µM]	5.4%
52	O=C(OCC#CCSc1nnc(-c2cccc3ccccc23)o1)c1ccc(Cl)cc1	0.5	58	-1.7%	5.6%
53	CC1CCCC(C)N1C(=O)COC(=O)CCC(=O)c1cccs1 (stereo not given)	-0.6	54	0.4%	1.0%
54	CCOc1ccc(S(=O)(=O)N2CCOCC2)cc1NC(=O)CN1C(=O)NC(C)(c2ccccc2)C1=O (stereo not given)	-0.3	70	0.3%[50 µM]	5.1%
55	CC1CC(C)CN(C(=O)COC(=O)COc2ccccc2C#N)C1 (stereo not given)	5.7	68	1.6%[50 µM]	3.5%
56	CC1C=CCC2C(=O)N(c3cccc(C(=O)N4CCCCCC4)c3)C(=O)C12 (stereo not given)	0.3	58	-0.4%	10.1%
57	O=C(CCC(=O)c1cccs1)NNC(=O)c1cc(Cl)ccc1Cl	0.3	66	1.0%	1.6%
58	CCCCn1c(N)c(N(CCOC)C(=O)COc2ccc(C(C)=O)cc2)c(=O)[nH]c1=O	0.9	58	0.8%[50 µM]	4.0%
59	COc1ccc([C@H]2CC(=O)C=C(c3ccc(OC(F)(F)F)cc3)C2)cc1	2.5	65	-0.9%	9.3%
60	COCc1cc(C)nc(SCc2ccc(Br)cc2)c1C#N	1.4	38	0.6%	8.4%
61	CN(CC(=O)Nc1ccc(F)cc1)CC(=O)N1CCCC1	-1.0	84	0.8%[50 µM]	2.2%
62	CCCCN(C(=O)c1ccc(-c2ccc([N+](=O)[O-])cc2)o1)c1c(N)n(CCCC)c(=O)[nH]c1=O	2.3	53	-1.4%	13.4%
63	COc1cc(C(=O)NNC(=O)C2CSC3(C)CCC(=O)N23)cc(OC)c1OC (stereo not given)	1.3	56	0.9%[50 µM]	5.0%
64	Cc1ccc(S(=O)(=O)N2[C@@H](c3ccc(F)cc3)C(C(=O)O)=CC[C@H]2c2ccc3c(c2)OCO3)cc1	4.0	76	0.7%	7.5%
65	CCOc1ccc(N(C)S(=O)(=O)c2ccc(C)c(C(=O)Nc3nnc(C4CC4)s3)c2)cc1	-1.0	46	-0.7%[50 µM]	4.0%
66	O=C1OCCN1C(=O)[C@H]1[C@H](c2ccc(Cl)cc2)C(c2ccc(F)cc2)=NN1c1ccc(Br)cc1	7.8	67	-0.2%	3.8%
67	COc1ccc(-n2nnnc2CNC(=O)C(=O)c2c[nH]c3ccccc23)cc1	-1.5	48	1.4%[50 µM]	1.3%
68	CC(CNC(=O)CN1C(=O)NC2(CCCCC2)C1=O)c1ccccc1 (stereo not given)	-1.8	60	0.8%[50 µM]	5.3%
69	CC(C(=O)Nc1ccccn1)N1C(=O)c2ccccc2S1(=O)=O (stereo not given)	0.5	63	0.2%	2.5%
70	COc1ccc(CN2CC(=O)N3[C@H]4c5ccc(OC)cc5OC[C@@H]4[C@H](c4ccccc4)[C@]3(C)C2=O)cc1	-1.0	40	0.4%	9.6%
71	O=C(OC1CCCCC1=O)c1cccc(S(=O)(=O)N2CCOCC2)c1 (stereo not given)	0.9	57	1.4%[50 µM]	6.3%
72	COc1ccc(OC)c(/C=N\Nc2nccs2)c1	2.3	58	0.3%	10.6%
73	C=C(C)CN(CC)C(=O)CSc1ccc(S(=O)(=O)N2CCN(C)CC2)cn1	0.4	68	0.8%[50 µM]	6.0%
74	COc1ccc(S(=O)(=O)N2CCN(C(=O)c3cc4c(s3)CCCC4)CC2)cc1	1.8	85	0.1%[50 µM]	2.7%
75	COc1ccc(Br)c(C(=O)OCC(=O)NC2CC2)c1	1.9	65	0.3%[50 µM]	0.8%
76	CC(=O)N1CCN(CC(=O)Nc2cccc(S(=O)(=O)N3CCCCC3)c2)CC1	-0.7	45	2.8%	-4.0%
77	Cc1cc(=O)oc2cc(NC(=O)C(C)Oc3ccc(F)cc3)ccc12 (stereo not given)	0.0	66	0.9%[50 µM]	2.1%

Screening data from PubChem.
